BLM helicase inh: inhibitors of human Bloom syndrome helicase BLM | recombinant BLM DNA unwinding, fluorescence dequenching | Potency, µM (titrated, usually from 56.1 µM), for inactives: top-dose activity change, negative = inhibition, most hits filed as inhibitors | 0.2% of 350,000 active | AID 2528;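 also: plate controls were vehicle for no effect and no enzyme for full effect; nearly all actives have a fitted effect of over 35% in size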
G9a block: inhibitors of human histone lysine methyltransferase G9a | Q96KQ7 | Potency, µM (doses to about 102 µM), for inactives: at the top dose activity, negative = inhibition, usual class: inhibitors | 8.8% of 350,000 active | G9a H3K9 monomethylation, AlphaScreen, 2 h; also: % is scaled to controls: 0 for no effect and ±100 for the full control effect; nearly all actives have a fitted effect of over 75% in size
Target sequence (Q96KQ7 913-1193 limits assumed): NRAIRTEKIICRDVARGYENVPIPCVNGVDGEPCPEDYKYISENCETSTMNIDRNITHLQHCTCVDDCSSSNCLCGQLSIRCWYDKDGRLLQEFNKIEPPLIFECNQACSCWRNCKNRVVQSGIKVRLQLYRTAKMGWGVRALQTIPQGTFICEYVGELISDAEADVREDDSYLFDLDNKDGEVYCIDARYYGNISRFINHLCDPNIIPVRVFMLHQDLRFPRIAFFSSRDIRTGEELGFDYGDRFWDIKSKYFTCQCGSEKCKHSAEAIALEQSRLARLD
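Using a bead-based AlphaScreen, monomethylated H3K9 product from 2 h room-temperature reactions (G9a 20 nM, peptide 500 nM, SAM 20 uM) was detected with 0.5 ug/mL rabbit anti-H3K9me1 antibody.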
Pol eta inh: inhibitors of human DNA polymerase eta. Q9Y253. recombinant Pol eta, fluorescent DNA replication assay. Potency, µM (titrated, usually from 114 µM), inactives show at the highest dose activity change, negative = inhibition, usual class: inhibitors. 1.2% of 390,000 active. AID 588591; also: % is scaled to controls: 0 for no effect and ±100 for the full control effect
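Fluorescent replication assay: 50 nM final substrate added after a 15 min room-temperature compound preincubation with 10 nM enzyme. Signal taken at 0 min and again at 10 min.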
Pol iota inh: inhibitors of human DNA polymerase iota | 1% of 390,000 active | AID 588590 | Q9UNA4 | Potency, µM (titrated, usually from 115 µM), without a hit: at the top dose activity, negative = inhibition, usual class: inhibitors | Pol iota fluorescent replication assay, 10 min
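Fluorescent replication assay read twice, at 0 min and 10 min after adding 50 nM (final) substrate. Enzyme (10 nM) and compounds were first incubated 15 min at room temperature; enzyme-free buffer wells were negative controls.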
APEX1 inh: inhibitors of human APE1 endonuclease; P27695; recombinant APE1, TAMRA/BHQ-2 abasic DNA cleavage fluorescence; Potency, µM (highest dose often 65.8 µM), for inactives: at the highest dose activity change, negative = inhibition, actives largely listed as inhibitors; 0.35% of 350,000 active; AID 2517;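 also: plate controls were vehicle for no effect and reference inhibitor for full effect; nearly all actives have a fitted effect of over 55% in size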
Target sequence (P27695 whole entry, looked up): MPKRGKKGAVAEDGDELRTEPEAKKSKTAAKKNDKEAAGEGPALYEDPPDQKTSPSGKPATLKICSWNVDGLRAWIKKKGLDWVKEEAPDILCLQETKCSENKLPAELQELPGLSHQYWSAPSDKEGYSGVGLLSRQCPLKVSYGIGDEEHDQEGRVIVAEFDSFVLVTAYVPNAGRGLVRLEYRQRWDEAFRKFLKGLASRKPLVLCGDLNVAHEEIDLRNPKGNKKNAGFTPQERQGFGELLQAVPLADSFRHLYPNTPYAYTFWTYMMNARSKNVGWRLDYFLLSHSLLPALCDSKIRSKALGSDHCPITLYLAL
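APE1 at 0.75 nM preincubated 15 min at room temperature with compound. Reaction then started with 50 nM double-stranded THF-abasic substrate labelled with TAMRA/BHQ-2, and 525/598 nm fluorescence read kinetically. Activity taken as third-minus-first read difference, normalized to DMSO and NSC13755 controls.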
Apoferritin bind: binds horse apoferritin like a general anesthetic. apoferritin/1-aminoanthracene competitive binding, fluorescence. Potency, µM (doses to about 77.5 µM), for inactives: at the highest dose activity change, negative = displacement, usual class: inhibitors. 0.074% of 350,000 active. P02791. AID 485281; also: % is scaled to controls: 0 for no effect and ±100 for the full control effect; nearly all actives have a fitted effect of over 20% in size
Target sequence (P02791 2-175 limits assumed): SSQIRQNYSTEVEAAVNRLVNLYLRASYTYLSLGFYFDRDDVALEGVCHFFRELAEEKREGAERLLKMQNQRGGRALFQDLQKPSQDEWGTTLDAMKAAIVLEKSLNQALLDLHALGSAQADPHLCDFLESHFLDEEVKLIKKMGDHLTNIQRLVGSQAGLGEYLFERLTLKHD
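10 uM apoferritin + 50% sat. 1-AMA, PBS; cpd 10 min RT; Ex380/Em535 endpoint; normalized to free probe vs complex; 4-param Hill fit; propofol titration as pos. ctrl.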
POLK inh: DNA polymerase kappa (human) inhibition; purified Pol kappa, fluorescent DNA synthesis assay, 10 min; AID 588579; Potency, µM (highest dose often 107 µM), for inactives: at the highest dose activity, negative = inhibition, hits mostly inhibitors; 0.53% of 400,000 active; also: % is scaled to controls: 0 for no effect and ±100 for the full control effect
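Fluorescent qHTS in 1536-well format: enzyme (10 nM) and compound sat 15 min at room temperature before 50 nM substrate (final) was added. Signal taken at 0 and 10 min; no-enzyme buffer wells were negative controls.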
BAZ2B inh: blocks human BAZ2B; Potency, µM (top dose mostly 114 µM), for the others: top-dose activity change, negative = inhibition, usual class: inhibitors; 4.4% of 360,000 active; AlphaScreen BAZ2B-H3K14Ac peptide displacement; AID 504333; also: % is scaled to controls: 0 for no effect and ±100 for the full control effect; nearly all actives have a fitted effect of over 60% in size
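AlphaScreen displacement of biotin-H3(5-23)K14Ac peptide (50 nM final) from BAZ2B (50 nM final) in PBS pH 7.4, 0.01% Tween-20; complex preformed 30 min RT, then compounds (top 110 uM) 30 min RT, beads 20 min dark.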
Pol beta inh: inhibitors of human DNA polymerase beta; 1.3% of 340,000 active; P06746; Potency, µM (highest dose often 114 µM), inactives show at the top dose activity change, negative = inhibition, hits mostly inhibitors; Pol beta primer extension/strand displacement, fluorescence kinetic; also: % is scaled to controls: 0 for no effect and ±100 for the full control effect
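Homogeneous kinetic assay of primer extension and strand displacement by 10 nM Pol beta, preincubated 15 min at room temperature with compound before 50 nM substrate (final) was added. Read at 0 and 10 min; four-parameter Hill fit.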
* = called active by the depositor; ? = inconclusive; nt = no result given; & = joins results of further samples; [ ] = remark or other dose. Calls follow the shape of the dose curve; as a rule, active = well fitted curve in the direction sought with a large enough effect; inconclusive = small, poorly fitted or top-dose-only effect, or another doubt; inactive = no such curve, though single readings can be large; an effect the other way counts as inactive or inconclusive. Potency is read from the fitted curve at half-maximal effect. An excerpt; the hit share may differ from the screen's.

SMILES | BLM helicase inh | G9a block | Pol eta inh | Pol iota inh | APEX1 inh | Apoferritin bind | POLK inh | BAZ2B inh | Pol beta inh
COc1ccc(-c2cn[nH]c2N)cc1 | -5% | ? | 3% | 1% | -1% | -21% | 1% | 5% | 0%
C=CCSc1ncnc2c1oc1nc3c(cc12)COC(C)(C)C3 | -1% | -2% | 1% | 27% | 4% | -10% | -4% | -1% | 9%
O=C(NCc1ccccc1)C1=C[C@@H](c2ccccc2)C[C@@H](OCc2ccc(CO)cc2)O1 | -6% | ? | -16% | 15% | -8% | -9% | -2% | -16% | -24%
N#Cc1ccc(OCc2nnc(SCC(=O)c3ccccc3)n2-c2ccccc2)cc1 | 1% | ? | 3% | ? | -11% | -11% | -21% | 3% | 9%
Cc1ccc(NC(=O)Nc2ccccc2C#N)c(Cl)c1 | -2% | 8%[0.501 µM] | -12% | 12% | 0% | -11% | -3% | 5% | 0%
C=CCNC(=S)NNC(=O)c1ccc(=O)n(Cc2ccccc2)c1 | 0% | -5% | 0% | 20% | -6% | -4% | -4% | ? | 3%
Cc1[nH]c(C)c(S(=O)(=O)N2CCN(c3ccc(Cl)cc3)CC2)c1C(=O)N1CCCC1 | 0% | -16% | -21% | 30% | 17% | -7% | -2% | -39% | 12%
CCc1ccccc1NC(=O)c1cc2nc(-c3ccc(Br)cc3)cc(C(F)(F)F)n2n1 | 1% | -25%[59 µM] | 7% | 7% | nt | -17% | -3%[60.1 µM] | 4% | 1%
C=CCNc1nc(-c2ccc([N+](=O)[O-])cc2)cs1 | 1% | ? | ? | -14% | -5% | -23% | -1% | -27% | 1%
COc1cc(/C=C2\SC(=S)N(NC(C)=O)C2=O)ccc1OC(=O)c1ccco1 | nt | nt | 2% | 73%[activator] | -13% | nt | 0% | nt | nt
O=C(OCc1cccc(C(F)(F)F)c1)c1cc([N+](=O)[O-])ccc1N1CCOCC1 | nt | ? | -17% | 13% | 8% | nt | -18% | -39% | nt
COc1cccc(CSc2nnc(-c3ccncc3)n2N)c1 | -3% | -10% | -16% | 138%[activator] | 10% | 0% | -3% | 5% | 22%
CCCCNC(=O)NC(C(=O)OC)C12CC3CC(CC(C3)C1)C2 (stereo unspecified) | 4% | 20% | -12% | 19% | 40%[activator] | ? | -2% | -6% | 0%
COC(=O)c1ccccc1NC(=O)CCC(=O)N1CC(C)Sc2ccccc21 (stereo unspecified) | -1% | 6%[59 µM] | 2% | -3% | nt | -9% | 3% | -4% | 19%
O=C(c1cc(-c2ccco2)on1)N1CCOCC1 | -1% | 4%[12.7 µM] | -4% | -12%[58.9 µM] | 3% | -5% | -19% | -2% | 25%
Cc1oc2c(c1C(=O)NC(Cc1c[nH]c3ccccc13)C(=O)O)CCCC2 (stereo unspecified) | -1% | ? | -4% | 21% | 20% | -7% | -5% | 1% | 20%
COc1cc(NC(=O)CCS(=O)(=O)c2ccc3c(c2)oc(=O)n3C)cc(OC)c1OC | -4% | 24%[0.0925 µM] | -2% | -10% | -8% | -3% | -24% | -10% | 0%
CCN(CC)c1ccc(C(=S)NC2CCCCC2)cc1 | -21% | -147%[59 µM] | -1% | 131%[activator] | 9% | 0% | -9% | 22µM* | 2%
CCOc1ccc(NC(=O)Cn2cc(C(=O)C3CC3)c3ccccc32)cc1 | 0%&0% | 4% | -6%&-9% | -13%&2% | 42% | -2%&-1% | -3%&-3% | -5%&3% | -28%&-6%
c1ccc(COc2ccccc2CNCc2cccnc2)cc1 | 16% | ? | -8% | ? | -8% | ? | 3% | -30% | ?

Part of the list above in order of count of non-hydrogen atoms, high to low:
SMILES | BLM helicase inh | G9a block | Pol eta inh | Pol iota inh | APEX1 inh | Apoferritin bind | POLK inh | BAZ2B inh | Pol beta inh
COc1cc(NC(=O)CCS(=O)(=O)c2ccc3c(c2)oc(=O)n3C)cc(OC)c1OC | -4% | 24%[0.0925 µM] | -2% | -10% | -8% | -3% | -24% | -10% | 0%
CCOc1ccc(NC(=O)Cn2cc(C(=O)C3CC3)c3ccccc32)cc1 | 0%&0% | 4% | -6%&-9% | -13%&2% | 42% | -2%&-1% | -3%&-3% | -5%&3% | -28%&-6%
COc1cccc(CSc2nnc(-c3ccncc3)n2N)c1 | -3% | -10% | -16% | 138%[activator] | 10% | 0% | -3% | 5% | 22%
CCN(CC)c1ccc(C(=S)NC2CCCCC2)cc1 | -21% | -147%[59 µM] | -1% | 131%[activator] | 9% | 0% | -9% | 22µM* | 2%

Later entries.
SMILES | BLM helicase inh | G9a block | Pol eta inh | Pol iota inh | APEX1 inh | Apoferritin bind | POLK inh | BAZ2B inh | Pol beta inh
CC(=O)c1ccc(Oc2cc(C)nc(NCc3ccccc3)n2)cc1 | -5% | -24% | -13% | 21% | 9% | -12% | -12% | -6% | -1%
COc1cc(NC(=O)C2CCCN(S(=O)(=O)c3ccc4[nH]c(=O)ccc4c3)C2)cc(OC)c1 (stereo unspecified) | -13% | 8%[59 µM] | 1% | -11% | -24% | -9% | -15% | ? | -1%
CC(C)(C)OC(=O)CNC(=O)c1[nH]cnc1C(=O)N[C@@H](CCCCNC(=O)OC(C)(C)C)C(=O)OC(C)(C)C | -14% | -46%[12.7 µM] | -13% | ? | ? | -1% | -13% | 7% | 2%
O=C(CN1CCN(c2ncc(C(F)(F)F)cc2Cl)CC1)N1CCN(c2ncc(C(F)(F)F)cc2Cl)CC1 | -7% | 50µM* | -17% | -3% | 1% | -23% | -9% | 3% | 1%
CC(=O)/C=N/Nc1ccccc1 | -1% | nt | -3% | ? | 6% | -19% | -2% | ? | 1%
CN(C)c1ccnc(-n2cccc2/C=N/O)c1C#N | -3% | ? | -12% | -23% | 3% | -3% | 9% | -3% | -7%
O=C(Nc1ccc(Cl)cc1F)C1CC1 | 0% | 28%[59 µM] | -15% | -7% | 0% | 6% | -6% | 12% | 10%
O=C(CNC(=O)c1ccco1)N/N=C/c1ccc(O)c([N+](=O)[O-])c1 | 4% | 2% | -11% | 13% | -1% | 3% | -15% | -4% | -12%
CCCN1CCC(NC(=O)Nc2ccc([N+](=O)[O-])cc2)CC1 | -2% | 5%[12.7 µM] | 1% | 7% | 2% | -13% | -6% | -2% | 8%
N/C(Cc1cccs1)=N\OC(=O)COc1ccc(Cl)cc1Cl | -9% | 114%[activator][59 µM] | -11% | -6% | -4% | -12% | -21% | 231%[activator] | -15%
COc1ccc2cc(C3=CCCCC3)ncc2c1 | nt | 1%[0.501 µM] | -8% | 75%[activator] | 3% | nt | 0% | 5% | nt
COc1ccc(-n2c(=O)c(-c3ccc(Cl)cc3)nc3cnc(N4CCOCC4)nc32)cc1 | -4% | 7%[12.7 µM] | nt | nt | -1% | nt | -2%[60.1 µM] | nt | nt
CC(C(=O)NC(C)(C)C)N(C(=O)CS(=O)CC(=O)Nc1ccc(F)cc1)c1ccccc1F (stereo unspecified) | 0% | -8%[59 µM] | -18% | 46%[activator] | 2% | -10% | 5% | -18% | 2%
Clc1ccc(/C=N/N2CCCCC2)cc1 | -1% | -36%[59 µM] | -20% | 43%[activator] | 3% | 12% | -6% | -38% | 16%
CC(C)OC(=O)C[N+](C)(C)CCN1C(=O)C2C(c3ccccc3)C=CC(c3ccccc3)C2C1=O (stereo unspecified) | -4% | -20% | -6% | 1% | 19% | -8% | -11% | -8% | 45%
COc1cc2sc(NC(=O)c3ccco3)nc2cc1Cl | -8% | 9%[2.33 µM] | -11% | -21% | 51% | 8% | -9% | 1% | 0%
COc1cc(C)ccc1OCCCn1c(-c2ccc(Cl)cc2)nc2ccccc2c1=O | -4% | 7%[59 µM] | -7% | 4% | nt | -4% | 12% | 2% | ?
CCc1cc(=O)[nH]c(SCc2cccc3ccccc23)n1 | -3% | 20% | -11% | -14% | -9% | -15% | -24% | -7% | 9%
O=c1oc2ccccc2c(NCc2ccc(Cl)cc2)c1[N+](=O)[O-] | -15% | -1% | -20% | 26% | -2% | -14% | -1% | -33% | 2%
COc1cc2oc(=O)cc(-c3ccc(-c4ccc(N(C)C)cc4)cc3)c2c(OC)c1OC | -4%[75.6 µM] | 36%[59 µM] | -7% | 1% | 18%&-1% | 2% | -1% | nt | nt
CC1(C(=O)N2CC3(CC(c4cccc(NC(=O)COc5ccc(Cl)cc5)c4)=NO3)C[C@@H]2C(N)=O)CC1 (stereo partly specified) | -2% | ? | 7% | -10% | -6% | -1% | -2% | -4% | 1%
O=c1c2cc(Cl)ccc2nc(-c2ccccc2Cl)n1O | -2% | -1% | -8% | 121%[activator] | 3% | -12% | -8% | -23% | -7%
CN(Cc1ncc[nH]1)C(=O)c1cc(COc2c(F)cccc2F)on1 | -5% | 5% | -13% | 14% | -1% | -20% | 2%[60.1 µM] | -8% | 31%
Cc1ccc(C(=O)COC(=O)CCC(=O)Nc2ccc(Oc3ccccc3)cc2)cc1C | -6% | 2%[59 µM] | -15% | 11% | nt | -21% | -7% | 3% | 31%
CC(=O)Nc1nc(C)c(-c2csc(Nc3ccccn3)n2)s1 | -6%&-12% | -32%&-10% | -16%&-27% | 37%&60%[activator] | -4%&13% | -5%&0% | -14%&-1% | ? | -18%&-18%
COc1ccc(NC(C)=O)cc1NC(C)C(=O)Nc1cccc(S(=O)(=O)N2CCOCC2)c1 (stereo unspecified) | nt | ? | -23% | 16% | 43% | nt | -4% | -20% | nt
N=c1c2ccccc2nnn1-c1ccc(C(F)(F)F)cc1 | 1% | 62%[activator][12.7 µM] | -10% | 32%[activator] | -3% | -1% | -10% | 15% | 8%
CC(=O)Nc1ccc(C(=O)Nc2ccc3c(c2)OCO3)cc1 | -7% | 16%[59 µM] | -12% | 8% | -3% | -11% | 3% | 2% | 4%
Nc1cc([N+](=O)[O-])cc2oc(-c3ccccc3)cc12 | -9% | 25%[0.501 µM] | -21% | 4% | -2% | -2% | 0% | 10µM* | 0%
CCn1c2ccccc2c2cc(NC(=O)C(C)Oc3ccccc3)ccc21 (stereo unspecified) | -9% | 24% | -20% | 7% | -11% | -8% | -16% | -7% | 2%
CCCC(C(=O)NCCc1ccc(S(N)(=O)=O)cc1)c1ccccc1 (stereo unspecified) | -8% | ? | -3% | 34%[activator] | 4% | -3% | -8% | 4% | 19%

Screening results from PubChem.
